aSyn yeast rescue: inhibitors of alpha-synuclein toxicity in yeast; Potency, µM (highest dose often 46.1 µM), inactives show at the highest dose growth rescue (activation), actives largely listed as activators; hit rate 0.02% among 94,000; S. cerevisiae alpha-synuclein toxicity rescue, BacTiter-Glo growth, 24 h; AID 1347070; active = well fitted activation curve with a large enough effect; inconclusive = small, poorly fitted or top-dose-only effect; note: 0% is about no effect
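Growth restoration measured by BacTiter-Glo luminescence after 24 hr at 30 deg C; alpha-synuclein yeast, raffinose-pregrown to mid-log, were added at OD600=0.02 in galactose medium onto pinned compounds.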
An asterisk follows results filed as active; u = inconclusive; [ ] = another dose, or the depositor's remark. Potency is the fitted concentration of half-maximal effect.

SMILES	aSyn yeast rescue
CCOc1ccc(CCNC(=O)c2cc3c(-c4ccc(OC)c(OC)c4)nn(C)c3s2)cc1OCC	6%
CC1CCCCC12NC(=O)N(CC(=O)Nc1ccc(Cl)c(S(=O)(=O)N3CCOCC3)c1)C2=O (configuration not stated)	0%
COc1ccccc1/C=C\C(=O)NCC(=O)N/N=C(\C)Cc1ccccc1	-5%
Cc1ccccc1CN(C)C[C@H]1OCc2cnnn2CCCC(=O)N([C@@H](C)CO)C[C@@H]1C	0%
CCOC(=O)c1cc2c(=O)n3ccccc3nc2n(CC2CCCO2)c1=NC(=O)c1ccc(OCC)cc1 (configuration not stated)	9%
CCCN(CCC)S(=O)(=O)c1ccc2c(c1)N(CC(=O)NC(C)c1ccccc1)C(=O)CS2 (configuration not stated)	-3%
CC(C)NC(=O)c1ccc2c(c1)N(Cc1cccc(Cl)c1)C(=O)c1ccccc1S2=O (configuration not stated)	1%
O=C(NCCCl)NNC(=O)c1cc2ccccc2cc1O	-14%
O=C(NCc1ccccc1)c1cccc(S(=O)(=O)N2CCCCC2)c1	-1%
COc1cccc(-c2cn3c(n2)sc2cc(C(=O)NC4CCCCCC4)ccc23)c1	-2%
COc1ccc(NS(=O)(=O)c2cccc(C(=O)NCC(c3ccco3)N3CCCC3)c2)cc1 (configuration not stated)	5%
CC(=O)c1cccc(-n2c(=O)c3c4c(sc3n(CC(=O)c3ccccc3)c2=O)CN(C(C)=O)CC4)c1	-9%
Cc1cc(C)n2nc(C(=O)NCc3ccco3)cc2n1	5%
O=C(CCC(=O)N1CC2CCCN2c2ccccc21)NCc1ccccc1F (configuration not stated)	-6%
COc1cccc(NC(=O)CSc2c3c(nc4ccccc24)CCCC3)c1	-3%

Among those listed so far, these contain a thiophene ring, fused or not.
SMILES	aSyn yeast rescue
CCOc1ccc(CCNC(=O)c2cc3c(-c4ccc(OC)c(OC)c4)nn(C)c3s2)cc1OCC	6%
CC(=O)c1cccc(-n2c(=O)c3c4c(sc3n(CC(=O)c3ccccc3)c2=O)CN(C(C)=O)CC4)c1	-9%

Next section.
SMILES	aSyn yeast rescue
CCCCNC(=O)/C(C#N)=C/c1ccc(C(=O)OC)cc1	-5%
CNC[C@@H]1OCc2cnnn2CCCC(=O)N([C@H](C)CO)C[C@H]1C	11%
Cc1cccc(N(C)C(=O)C(Cc2ccccc2)NS(=O)(=O)c2cccc3nsnc23)c1 (configuration not stated)	11%
CCCCOc1ccc(C(=O)N2CCN(CCc3ccccn3)CC2)cc1	-3%
CC(C)CC1C(=O)N(Cc2cn(CCC3OCCO3)nn2)CCS(=O)(=O)N1Cc1ccc(-c2ccc(Cl)c(Cl)c2)cc1 (configuration not stated)	u
O=C(COC(=O)c1cncc(Br)c1)Nc1nc(-c2ccc(F)cc2)cs1	-3%
COc1ccc(CC(=O)Nc2ccccc2N2CCOCC2)cc1OC	3%
C[C@@H]1CN([C@H](C)CO)C(=O)CCCn2nncc2CO[C@H]1CN(C)C(=O)NC1CCCCC1	5%
Cn1ccc2c(OCC(=O)NCc3ccccc3)cccc2c1=O	-1%
COc1ccccc1N1CCN(S(=O)(=O)c2c(C)sc3ncn(CC(=O)Nc4ccccc4F)c(=O)c23)CC1	0%
O=C(NNC(=O)c1cc2ccccc2oc1=O)c1ccccc1	-10%
Cc1nn(CCCC(=O)NCc2ccccc2)c(=O)c2c1sc1ccccc12	3%
O=C(CSc1nnc(-c2ccc(O)cc2)o1)c1ccc(Br)cc1	4%
O=C(Cc1cccs1)NC1CC(=O)N(c2cccc(F)c2)C1 (configuration not stated)	3%
Cc1cc(C)n(-c2nc3ccccc3nc2Nc2cc(C(=O)O)ccc2C)n1	4%

3 compounds already listed, sorted by number of heavy atoms, rising:
SMILES	aSyn yeast rescue
O=C(Cc1cccs1)NC1CC(=O)N(c2cccc(F)c2)C1 (configuration not stated)	3%
O=C(CSc1nnc(-c2ccc(O)cc2)o1)c1ccc(Br)cc1	4%
Cc1cc(C)n(-c2nc3ccccc3nc2Nc2cc(C(=O)O)ccc2C)n1	4%

(continued)
SMILES	aSyn yeast rescue
CC(C)c1ccc2oc(-c3cc(NC(=O)c4cccs4)ccc3Cl)nc2c1	6%
Cc1c(Cl)cccc1NC(=O)CSc1ncc2c(n1)-c1ccccc1N(C)S2(=O)=O	5%
Cc1nn(-c2nc(-c3ccc(F)cc3)cc(C(F)(F)F)n2)c(C)c1Br	-5%
CN(Cc1ccccc1)c1ccc(-c2nc(-c3ccco3)no2)cc1[N+](=O)[O-]	5%
CN(Cc1ccccc1)c1ccc2cc(S(=O)(=O)N3CCCCC3)ccc2n1	6%
CCC(CNC(=O)c1c(C)nn(-c2ccccc2)c1Cl)c1ccccc1 (configuration not stated)	4%
CCOC(=O)c1c(NC(=O)COc2cccc(C)c2C)sc2c1CCC(CC)C2 (configuration not stated)	4%
O=C(NC(=S)Nc1cccc(O)c1)C12CC3CC(CC(C3)C1)C2	9%
COc1cc(NC(=O)C(C)(C)C)c(C(=O)OCC(=O)Nc2cc(C)on2)cc1OC	-4%
CSc1ccccc1-c1nnc(NC(=O)c2ccc3c(c2)OCCO3)o1	-17%
CCn1ncc(C(=O)Nc2ccc(F)cc2)c1C	-8%
COc1ccc(C2CC(c3cccs3)=NN2C(=O)CSc2nc3c(cnn3-c3ccccc3)c(=O)[nH]2)cc1 (configuration not stated)	-6%
Cc1cccc(N2CCN(C(=O)CCc3c(C)nc4ncnn4c3C)CC2)c1C	-5%
Cc1ccc(C(C)C)cc1-n1nnc(-c2cccc(Cc3ccc4ccccc4c3)c2)c1C(C)O (configuration not stated)	2%
COc1ccc(NC(=O)C[C@H]2C(=O)N(CCc3ccccc3)C[C@@H]2c2ccc(OC)cc2)cc1	-1%
O=C(NCc1nnc(SCC(=O)N2CCC(Cc3ccccc3)CC2)o1)c1ccccc1F	-10%
Cc1oc2ccc(O)c(CN3CCCC3)c2c1C(=O)Nc1ccccc1	12%
COc1ccc(N2CCN(Cc3nnc(-c4ccc5c(c4)OCO5)o3)CC2)cc1	-1%
CCOc1ccc(/C=C/C(O)=C2/C(=O)N(C)C3(C)CC2c2ccccc2O3)cc1OC (configuration not stated)	13%
COCCCNc1nc2c(S(=O)(=O)c3ccccc3)nnn2c2ccc(Cl)cc12	-5%
CCOC(=O)N1CCN(C(=O)CSCC(=O)Nc2nc(-c3ccc(-c4ccccc4)cc3)cs2)CC1	-5%
COc1cc(NC(=O)COCc2cc(-c3ccc(F)cc3)on2)cc(OC)c1OC	-1%
O=C(Nc1cccc(C(F)(F)F)c1)c1noc2c1CCc1ccccc1-2	-14%
COc1ccc([C@@H]2[C@@H](C(=O)C(C)(C)C)N3N=Cc4ccccc4[C@@H]3C23C(=O)OC(C)(C)OC3=O)cc1OC	1%
CC(=O)Nc1ccc(Nc2ncnc3sc4c(c23)CCCC4)cc1	7%
Cc1cccc(-c2noc(-c3ccc(NCc4ccccc4)c([N+](=O)[O-])c3)n2)c1	-8%
COc1ccc(-c2cc(C(F)(F)F)nc(SCCC(=O)Nc3cccc(O)c3)n2)cc1	5%
CS(=O)(=O)NCC(c1ccco1)N1CCN(c2ccc(F)cc2)CC1 (configuration not stated)	-4%
O=C(c1ccc(Cl)cc1)n1nc(-c2ccco2)nc1NCc1cccs1	-1%
CC(=O)N1CCc2cc(Br)cc(S(=O)(=O)N3CCN(c4cc(C)ccc4C)CC3)c21	15%

Overlap with the part before: two compounds, followed by the next part.
SMILES	aSyn yeast rescue
O=C(c1ccc(Cl)cc1)n1nc(-c2ccco2)nc1NCc1cccs1	-1%
CC(=O)N1CCc2cc(Br)cc(S(=O)(=O)N3CCN(c4cc(C)ccc4C)CC3)c21	15%
Cc1cc(C)n(-c2nnc(Nc3ccc(C)c(Cl)c3)c3ccccc23)n1	1%
Cc1cn2c(=O)cc(COc3ccccc3NC(=O)c3ccco3)nc2s1	-5%
CCC(=O)N=c1ccn(C2=Nc3ccccc3NC2=C(C#N)C#N)cc1	7%
c1ccc2nc(N3CCN(Cc4ccc5c(c4)OCO5)CC3)cnc2c1	-3%
O=C1CC2(CCCC2)C(=O)N1CN1CCN(S(=O)(=O)c2cc(F)ccc2F)CC1	-6%
COc1ccc(OC)c(NC(=O)CSc2nc(=O)n(CCN(C)C)c3c2CCC3)c1	-6%
CCOC(=O)c1sc(-c2ccc(C(F)(F)F)cc2)nc1O	-47%[inhibitor]
Cc1ccc(Oc2ccc(C=O)cn2)cc1	-5%
COc1ccc(N2CCN(C(=O)c3ccc4c(c3)NC(=O)C(CSCc3ccccc3F)N4)CC2)cc1 (configuration not stated)	-8%
Cc1ccc(Cn2c(CNC(=O)CCc3ccccc3)nc3cccnc32)cc1	-4%
CC(C)COC(=O)NC1c2ccccc2Oc2ccccc21	3%
CCOc1ccc(CCNC(=O)c2oc3c(c2C)-c2[nH]ncc2CC3)cc1OCC	-18%
CCCNC(=O)CCc1nnc2ccc(N3CCN(c4cccc(OC)c4)CC3)nn12	0%
COc1ccc(NC(=O)c2ccco2)cc1NC(=O)COc1ccc(C)cc1C	-12%
Cc1cccc(Cn2c(C)c(C)c3cc(C(=O)NCc4ccco4)ccc32)c1	-7%
COc1ccc(C)cc1N(C(=O)c1ccco1)C(C(=O)NC1CCCC1)c1cc(OC)c(OC)c(OC)c1 (configuration not stated)	-6%
Cc1nc2c3ccccc3nc(NNC(=O)CCC(=O)NCCC(C)C)n2n1	-11%
N#CCC(=O)NNC(=S)Nc1ccccc1C(F)(F)F	3%
O=C(NCc1ccc(F)cc1)c1ccc(CS(=O)(=O)c2ccc(Br)cc2)o1	1%
O=S(=O)(Nc1ncnc2sc3c(c12)CCC3)c1cc(F)ccc1F	4%
CC1=Nc2cc(C(=O)NCc3ccccc3Cl)ccc2Sc2c(C)ccc(C)c21	4%
CC1CCCCC1NC(=O)COC(=O)c1ccc([N+](=O)[O-])o1 (configuration not stated)	-4%
COc1cccc(NC(=O)c2cc(-c3ccco3)nc3ccccc23)c1	-11%
CCN(CC)C(=O)c1ccccc1NC(=O)c1cccc(S(=O)(=O)N2CCC(C)CC2)c1	1%
CCOc1ccccc1NC(=O)CCc1nnc2ccc(N3CCC(C)CC3)nn12	6%
COc1ccc(C(CNS(=O)(=O)c2ccccc2)N2CCN(C)CC2)cc1 (configuration not stated)	9%
CCc1ccc(NC(=O)CCCc2nnc3n(CCCOC)c(=O)c4sccc4n23)cc1	6%
CC(C)NC(=O)Cc1csc2nc(-c3ccccc3)cn12	6%
Cc1cn2c(=O)cc(COc3ccc(C(C)(C)C)cc3)nc2s1	2%
Cc1cccc(Cn2c(-c3ccccc3)nc3ccccc32)c1	0%
O=C(NCc1cccnc1)C(=O)NCC1OCCN1S(=O)(=O)c1cc(F)ccc1F (configuration not stated)	7%
Cc1cc(C)c2c3c(sc2n1)C(=O)N(c1ccccc1)CC(=O)N3	-26%
Cc1cc(C)cc(NC(=O)CSc2nnc(COc3ccccc3Cl)o2)c1	28%
COC(=O)C(C)Sc1ncnc2c1c(-c1ccccc1)cn2-c1ccc(F)cc1 (configuration not stated)	-10%
O=C(N/N=C\c1c[nH]c2ccccc12)c1ccc(O)cc1	-9%
CC(C)c1ccc(NC(=O)c2cccc(NC3=NC4CS(=O)(=O)CC4S3)c2)cc1 (configuration not stated)	3%
COc1ccc(Cl)cc1NC(=O)c1cc2c(s1)-c1ccccc1OC2	-19%
COc1ccc(OCCn2c(C3CC(=O)N(c4ccc(F)cc4)C3)nc3ccccc32)cc1 (configuration not stated)	-3%
CCCNC(=S)NC1CC2CCCC(C1)N2Cc1ccccc1OC (configuration not stated)	1%
CCOc1ccc(Nc2ncnc3scc(-c4ccc(OC)cc4)c23)cc1	-4%
CCCCC(=O)Nc1ncc([N+](=O)[O-])s1	-8%
COc1cccc(CNC(=O)CCC2CCCN(C(=O)CCn3cncn3)C2)c1 (configuration not stated)	3%
CCC(CC)C(=O)N1N=C(c2ccc(NS(C)(=O)=O)cc2)CC1c1ccc(C)cc1 (configuration not stated)	15%
Cc1ccc(S(=O)(=O)N2CCCC2CNC(=O)C(=O)NCc2ccc3c(c2)OCO3)cc1 (configuration not stated)	1%
CCCOc1ccc(C(=O)NC(=S)N2CCN(c3ncc4c(=O)c(C(=O)O)cn(CC)c4n3)CC2)cc1	-2%

Filtered by structure, the entries above with a COOH group (two)
SMILES	aSyn yeast rescue
Cc1cc(C)n(-c2nc3ccccc3nc2Nc2cc(C(=O)O)ccc2C)n1	4%
CCCOc1ccc(C(=O)NC(=S)N2CCN(c3ncc4c(=O)c(C(=O)O)cn(CC)c4n3)CC2)cc1	-2%

Remaining list, next part.
SMILES	aSyn yeast rescue
Cc1ccc(C(=O)Nc2nnc(S(=O)(=O)N3CCc4ccccc43)s2)cc1	6%
O=C(COc1ccc([N+](=O)[O-])cc1)NNC(=S)NC(=O)c1ccc(Br)cc1	4%
O=C(NCc1nnc(SCC(=O)N2CCOCC2)o1)c1ccccc1	-1%
COc1nnc(-c2ccc(C)c(S(=O)(=O)NCC3CCCO3)c2)c2ccccc12 (configuration not stated)	2%
O=C(CCCNC(=O)c1ccc(Cl)cc1)OCc1cccc(Br)c1	-13%
COC(=O)c1cc(CNC(=O)CC(C)c2ccccc2)ccc1OC (configuration not stated)	-5%
COc1ccccc1N(CC(=O)NCCN1CCOCC1)S(=O)(=O)c1ccccc1	-4%
CN1CCN(S(=O)(=O)c2cccc(C(=O)Nc3nccs3)c2)CC1	-8%
COc1cccc(CNC(=O)c2ccc(OC)c(S(=O)(=O)NC3CCCC3)c2)c1	-8%

Screening data deposited in PubChem by National Center for Advancing Translational Sciences (NCATS).

An excerpt; the hit share may differ from the screen's.
